Screening data (PubChem BioAssay)
NPY Y1 blocker – NPY-Y1 receptor antagonists, primary screen, cell-based | inhibition, % at 3.6 µM | 200,000 compounds, 1% hits | AID 1040, 2008 | HEK293-CNG Y1 cells, membrane potential fluorescence; NPY at EC95, then isoproterenol;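 active = inhibition above the campaign mean inhibition of all tested compounds plus 3 SD, cut at about 20% in these data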;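 note: 0% = DMSO wells given NPY plus isoproterenol and 100% = isoproterenol alone without NPY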
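Material: Y1- and CNG-channel-expressing HEK293 cells / Probe or stimulus: NPY 25 nM then isoproterenol 1 µM plus Ro 20-1724 25 µM / Doses: 3.6 µM single dose, DMSO 0.4% / Schedule: compound incubation 1 h at room temperature, readout 45 min post-stimulation / Signal: membrane potential fluorescence / Benchmarks: isoproterenol-only wells as full block versus NPY-plus-isoproterenol wells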
14-3-3 Bad PPI – inhibitors of 14-3-3 zeta/Bad binding, primary screen, biochemical, TR-FRET, bovine 14-3-3 zeta; 14-3-3 protein zeta/delta (Bos taurus), P63103; TR-FRET 14-3-3zeta/Dy647-pBad peptide displacement, 1 h; inhibition, % at 21.7 µM; 220,000 compounds, 0.71% hits; AID 781, 2007;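 active = inhibition above about 70%, limit read from the data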;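 note: 0% = full 14-3-3 plus peptide FRET controls and 100% = background without 14-3-3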
EP2 mod – EP2 receptor modulators, cAMP readout, primary screen, cell-based, HTRF cAMP, PGE2 stimulation | Prostaglandin E2 receptor EP2 subtype (Homo sapiens), P43116 | EP2-expressing cells, cAMP HTRF FRET, PGE2 co-stimulation | induction, % at 25 µM | 260,000 compounds, 0.83% hits | AID 940, 2007;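 active = compounds whose cAMP rise, as percent of the full-agonist control response, exceeds 60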;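 note: rat C6 glioma line stably carrying human EP2 under a CMV promoter; the protocol text gives 20 µM as final concentration; 100% = response of wells given 1 µM PGE2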
Target sequence (P43116 whole entry, looked up): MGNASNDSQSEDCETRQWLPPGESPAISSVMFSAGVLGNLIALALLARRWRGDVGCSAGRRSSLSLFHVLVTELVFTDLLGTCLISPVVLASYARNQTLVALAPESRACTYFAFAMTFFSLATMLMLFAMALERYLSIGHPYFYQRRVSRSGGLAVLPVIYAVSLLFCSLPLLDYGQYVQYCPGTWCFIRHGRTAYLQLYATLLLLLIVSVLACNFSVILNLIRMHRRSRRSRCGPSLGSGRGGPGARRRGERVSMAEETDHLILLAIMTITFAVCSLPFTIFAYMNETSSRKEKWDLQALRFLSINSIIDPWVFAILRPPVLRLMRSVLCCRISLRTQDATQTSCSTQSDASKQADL
PPC-1+TRAIL kill – compounds killing PPC-1 cancer cells with TRAIL present, primary screen, TRAIL potentiator project, ATPLite luminescence, uHTS; AID 1443, 2008; 220,000 compounds, 0.41% hits; cell killing (% activity), % at 4 µM; PPC-1 cells + TRAIL, ATPLite viability luminescence;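 active = cell killing above 50% in the first pass at 4 µM, then a duplicate retest at 5 µM averaging 50% or more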;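 note: plate controls were cells with TRAIL plus DMSO for no effect and medium-only wells lacking cells for full effect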
CHOP inhibitor – inhibitors of CHOP promoter induction, primary screen, cell-based, unfolded protein response, luciferase reporter. CHO-K1 CHOP-promoter luciferase, tunicamycin-induced, 15-18 h. 220,000 compounds, 3.8% hits. inhibition, % at 10 µM;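 active = compounds that reduced the stress-induced luciferase reporter signal by more than about 70% of percent inhibition, limit read from the data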;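 note: 0% = tunicamycin plus vehicle and 100% = wells without tunicamycin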
TRPML3 ag – human TRPML3 channel agonists, primary screen, cell-based, HEK293 TRPML3-YFP, Fluo-8 calcium fluorescence, 3 µM; Mucolipin-3 (Homo sapiens), Q8TDD5; 100% = the carbachol control signal; activation, % at 3 µM; 220,000 compounds, 0.29% hits;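 active = activation above its plate's cutoff, the mean activation of the plate's test wells plus 3 SD, cut at about 12% in these data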;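 note: 0% = DMSO only wells and 100% = carbachol wells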
Target sequence (Q8TDD5 whole entry, looked up): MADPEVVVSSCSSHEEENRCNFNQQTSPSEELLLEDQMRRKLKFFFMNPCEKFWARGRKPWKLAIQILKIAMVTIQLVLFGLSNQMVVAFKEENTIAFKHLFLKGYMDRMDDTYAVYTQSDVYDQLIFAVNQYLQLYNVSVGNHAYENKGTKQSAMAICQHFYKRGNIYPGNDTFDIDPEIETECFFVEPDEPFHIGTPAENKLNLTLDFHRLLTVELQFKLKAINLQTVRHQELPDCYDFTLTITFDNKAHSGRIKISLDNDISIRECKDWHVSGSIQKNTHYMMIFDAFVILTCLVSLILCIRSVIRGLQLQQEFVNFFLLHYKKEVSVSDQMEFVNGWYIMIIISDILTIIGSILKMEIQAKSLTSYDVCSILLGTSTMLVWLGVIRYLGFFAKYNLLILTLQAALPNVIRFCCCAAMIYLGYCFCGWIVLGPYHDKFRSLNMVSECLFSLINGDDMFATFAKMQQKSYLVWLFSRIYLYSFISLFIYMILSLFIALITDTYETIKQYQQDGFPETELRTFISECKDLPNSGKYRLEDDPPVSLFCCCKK
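Test system: TRPML3-YFP stable HEK293 cells. Doses: single point at 3 µM. Incubation: dye loading 1 h 37 °C then 30 min ambient, 125 s read. Signal: Fluo-8 calcium dye fluorescence, ex 470-495, em 515-575 nm. Measure: percent activation from peak-to-basal fluorescence ratio, scaled between DMSO and carbachol.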
TRPN1 ag – zebrafish TRPN1 channel agonists, primary screen, cell-based, HEK293, calcium fluorescence; transient receptor potential cation channel N1 (TRPN1/NompC), Danio rerio; HEK293 zebrafish TRPN1-YFP, Fluo-8 calcium fluorescence; 100% = response to 87 µM carbachol; activation, % at 3 µM; 220,000 compounds, 0.18% hits; AID 1424, 2008;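 active = activation above its plate's cutoff, the mean activation of test wells on that plate plus 3 SD, cut at about 19% in these data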;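 note: 0% = DMSO alone and 100% = 87 µM carbachol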
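Material – zebrafish TRPN1-YFP in HEK293 cells · Doses – 3 µM single point · Schedule – dye 1 h 37 °C plus 30 min RT · Signal – Fluo-8 calcium fluorescence, excitation 470-495 nm, emission 515-575 nm · Read-out – % activation versus carbachol response · Control set – carbachol high, DMSO low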
NPY-Y1 PAM-ag – NPY-Y1 receptor potentiators or agonists, primary screen, cell-based | 220,000 compounds, 0.37% hits | NPY-Y1 expressing cells, potentiator/agonist activation | Neuropeptide Y receptor type 1 (Homo sapiens), P25929 | activation, % at 3.6 µM; in the data active = activation above about 33%, passing the limit was not always enough;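 note: cells stimulated with NPY at EC10 then isoproterenol at EC100; 0% = low agonist plus stimulus and 100% = saturating agonist plus stimulus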
PGE2 EP2 inh – human EP2 receptor antagonists, primary screen, TR-FRET cAMP, C6 glioma cells; Prostaglandin E2 receptor EP2 subtype (Homo sapiens), P43116; C6 glioma cells expressing human EP2; cells stimulated with saturating PGE2; inhibition, % at 25 µM; 260,000 compounds, 0.52% hits; AID 1422, 2008;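 active = percent inhibition above 40 after rounding to a whole number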;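 note: rat C6 glioma host cells with rolipram phosphodiesterase inhibitor present; the protocol text gives 20 µM as final concentration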
* hit, by the source's call; nt = not tested or not shown; & = joins results of further samples; [ ] = dose if it differs, or a comment. An excerpt, so the mix of outcomes need not match the whole.

Preview:
SMILES	NPY Y1 blocker	14-3-3 Bad PPI	EP2 mod	PPC-1+TRAIL kill	CHOP inhibitor	TRPML3 ag	TRPN1 ag	NPY-Y1 PAM-ag	PGE2 EP2 inh
c1ccc2c3c([nH]c2c1)C1(CCNCC1)NCC3	nt	2	-41	3	7	0.8	2.8	-11	25
O=Cc1c(C(=O)O)n(Cc2ccccc2Cl)c2ccccc12	5	5	15	16	-2	1.1	0.6	-2	6

The whole of this part (from the top)
SMILES	NPY Y1 blocker	14-3-3 Bad PPI	EP2 mod	PPC-1+TRAIL kill	CHOP inhibitor	TRPML3 ag	TRPN1 ag	NPY-Y1 PAM-ag	PGE2 EP2 inh
c1ccc2c3c([nH]c2c1)C1(CCNCC1)NCC3	nt	2	-41	3	7	0.8	2.8	-11	25
O=Cc1c(C(=O)O)n(Cc2ccccc2Cl)c2ccccc12	5	5	15	16	-2	1.1	0.6	-2	6
O=C(COc1ccc(Cl)cc1)N1CCN(Cc2ccccc2)CC1	-4	5	-3	4	34	0.1	1.2	-8	9
CCOC(=O)c1c(C)n(Cc2ccco2)c2c1cc(O)c1ccccc12	3	-9	6	10	101*	-0.6	-1.4	22	0
Cc1nn(Cc2ccccc2)c(Cl)c1C(=O)OC(C)C(=O)Nc1ccc(F)cc1Cl (configuration not stated)	-3	3	0	8	54	1.2	2.6	-14	2
COc1ccc(C2=NCC(=O)N(CC(=O)NCc3ccco3)c3sc4c(c32)CCCC4)cc1	7	4	4	-12	39	-0.2	-0.1	4	6
COc1cc(CN=Cc2c(O)n(C(C)(C)C)c(=O)[nH]c2=O)cc(OC)c1	nt	-6	-16	3	12	-0.2	0.3	8	7
O=c1[nH]c(=O)n(CCC2=CCCCC2)c(O)c1C=NC1CCN(Cc2ccccc2)CC1	-4	-5	40	-2	60	2.7	5.6	-20	12
CCCCn1c(O)c(C(C)=Nc2ccc3c(c2)CCC3)c(=O)[nH]c1=O	nt	-4	-21	4	19	0.6	0.9	-10	12
CCC(=NCCC(c1ccccc1)c1ccccc1)c1c(O)[nH]c(=O)[nH]c1=O	7	-3	42	18	31	-0.1	-1.0	-22	8
O=C(c1ccc2c(c1)ncn2C1CCCCC1)N1CCC2(CC1)OCCO2	-5	0	12	-16	nt	0.3	0.4	-5	15
O=c1[nH]c(=S)n(-c2ccccc2F)c(O)c1C=Nc1ccc(N2CCOCC2)cc1	-3	-8	23	16	-1	1.3	0.6	8	10
CC12CCCCC1=[N+]([O-])CN2O (configuration not stated)	1	2	34	-1	-3	0.5	-0.4	-21	9
COc1ccc(C2NCc3ccc4c(c3-n3cccc32)OCO4)cc1O (configuration not stated)	18	-11[fluorescence artefact?]	-24	-4	nt	0.5	1.1	-34	16
O=C(C[N+]12CCC(CC1)C(OC(=O)c1ccccc1)C2)c1ccc([N+](=O)[O-])cc1 (configuration not stated)	nt	2	8	17	8	0.7	-1.0	9	7
CCCCCCn1c(O)c(C=NC2CCN(Cc3ccccc3)CC2)c(=O)[nH]c1=O	-4	-6	36	34	49	1.2	5.0	1	11
CCOP(=O)(OCC)C(NC(=O)c1ccc(C)cc1)=C(Cl)Cl	3	17[fluorescence artefact?]	-6	11	11	0.2	1.0	-13	6
CN1CCc2nc(SCc3cccc(Br)c3)c(C#N)cc2C1	nt	-3	-29	16	4	0.8	0.1	-8	17
C=CCn1c(O)c(C(C)=NCc2ccc3c(c2)OCO3)c(=O)[nH]c1=O	nt	-5	-18	19	12	0.2	0.3	8	10
Cn1c(O)c(C=Nc2ccccc2Sc2ccccc2)c(=O)n(C)c1=O	-3	-8[fluorescence artefact?]	61*	-2	22	0.1	-0.1	13	6
O=C1CC(N2CC=C(c3ccc(F)cc3)CC2)C(=O)N1c1ccc(F)cc1 (configuration not stated)	-1	-5	-16	6	14	1.0	0.2	6	10
CSc1ccc(C(c2c(O)c3ccccc3oc2=O)c2c(C)n(C)n(-c3ccccc3)c2=O)cc1 (configuration not stated)	11	-21	40	-20	8	-0.2	0.9	-10	5
Fc1ccc(CNCCc2ccccc2F)cc1	2	2	7	29	-11	0.7	0.5	-20	5
Cc1ccc(N2C(=O)/C(=C/N3CCN(C(=O)c4ccco4)CC3)C(=O)NC2=S)cc1C	3	10[fluorescence artefact?]	17	6	-7	0.7	-0.2	-8	12
CCOP(=O)(OCC)C(O)c1cccnc1 (configuration not stated)	nt	9	-6	-2	13	0.7	1.7	14	5
O=S(=O)(c1ccc(Cl)cc1)N1CCCC1c1cccnc1 (configuration not stated)	nt	1	14	11	-5	-0.9	1.6	1	13
CCN1CCN(c2cc(N3CCCC3)c(F)cc2[N+](=O)[O-])CC1	6	-5[fluorescence artefact?]	-2	26	22	1.2	-0.9	2	1
Cn1c(O)c(C(=NCCN2CCCCC2)c2ccccc2Cl)c(=O)n(C)c1=O	-4	-5[fluorescence artefact?]	8	8	22	0.6	-1.3	8	4
CN(C)C(Cc1ccccc1)C(=O)c1cccs1 (configuration not stated)	-3	0	-10	5	27	-0.3	-1.4	-1	11
O=c1[nH]c(O)c(N=Nc2cc([N+](=O)[O-])ccc2O)c(=O)[nH]1	1	-20	14	18	-14	1.8	2.4	1	12
COc1ccccc1N1C(=O)NC(=O)/C(=C/c2ccc3c4c(cccc24)CC3)C1=O	7	-1	-15	1	-16	0.4	0.1	-31	14
C=CCn1c(O)c(C(C)=NCCN2CCOCC2)c(=O)[nH]c1=O	-10	-14[fluorescence artefact?]	32	32	23	1.3	1.4	-11	7
O=C(CN1CCCCC1)NCC(=O)Nc1ccc(Br)cc1C(=O)c1ccccc1	9	3	12	16	11	0.0	-0.6	-13	9
CN1c2ccc([N+](=O)[O-])cc2CC2(C(=O)NC(=O)N(c3ccc(Br)cc3)C2=O)C1c1ccccc1 (configuration not stated)	4	3	18	11	52	0.1	0.9	-22	7
O=C(c1ccc2c(=O)n(Cc3ccc4c(c3)OCO4)c(=S)[nH]c2c1)N1CCC2(CC1)OCCO2	1	7	-12	8	-1	0.3	1.0	-21	8
CNC(=O)N(C)c1nnc(C(C)(C)C)s1	-4	13[fluorescence artefact?]	15&-13	23	9	0.7	0.8	11	6&7
CCCCOCCCn1c(N)c(C(=O)OCCOC)c2nc3ccccc3nc21	0	nt	3	5	1	0.1	-0.2	4	8
COC(=O)[C@]1(C)C[C@H]1[C@H](NP(=O)(c1ccccc1)c1ccccc1)c1ccccc1	1	4[fluorescence artefact?]	-12	6	-6	-1.2	-1.7	-34	15
O=C(c1cn(Cc2ccccc2)c2ccccc12)C1CC1	2	2	65*	-17	17	-0.5	-2.3	-8	12
O=c1[nH]c(=O)n(-c2cccc3ccccc23)c(O)c1/C=N/N1CCCCC1c1cccnc1 (configuration not stated)	25*	1[fluorescence artefact?]	11	14	-7	1.9	0.2	-8	5
Cc1ccc(C)c(NC2=NCCCS2)c1	-2	1[fluorescence artefact?]	1	5	20	-0.7	-1.1	2	12
CCCCCCNc1nc(OC)nc(N2CC3CC(C2)c2cccc(=O)n2C3)n1 (configuration not stated)	3	-7	26	4	-8	-0.6	-0.9	1	2
COc1ccccc1-n1c(O)c(C=NCCN2CCNCC2)c(=O)[nH]c1=O	-2	2	-7	11	11	0.9	0.9	6	4
Cc1ccc2c(c1)C1CN(C)CCC1N2C(=O)Nc1cccc(Cl)c1 (configuration not stated)	3	3	-48	14	-7	1.6	8.7	-2	2
O=C(c1ccccc1)C(CN1CCCC1)c1ccccc1 (configuration not stated)	1	16[fluorescence artefact?]	22	57*	24	0.4	0.0	-5	12
COc1ccc(CN2CCN(C(=O)COc3cccc(C)c3)CC2)c(OC)c1	12	61[fluorescence artefact?]	-63&-36	29	27	0.3	0.1	-12	20&9
COc1ccc(OCC(=O)N2CCN(Cc3ccc4c(c3)OCO4)CC2)cc1	2	-6	-26	-2	1	0.6	1.7	1	2
CCOP(=O)(OCC)C(NC(=O)c1ccccc1)C(Cl)(Cl)Cl (configuration not stated)	-1	-3	9	23	-1	0.2	-0.9	-4	13
N#Cc1c(N2CCNCC2)nc(-c2ccco2)c2c1CCCC2	nt	0	13	12	12	0.1	0.8	-9	4
N/C(=N\[N+](=O)[O-])N1CCN(C(=O)c2ccccc2)CC1	-5	-11	-15	34	9	-1.2	-0.5	-13	0
Clc1ccc(OCC#CCN2CCCC2)cc1	7	33	4	-15	21	0.8	0.8	-8	8
CSc1ncc(CN2CCCC(C(=O)c3ccccc3SC)C2)cn1 (configuration not stated)	nt	1	-28	8	-9	0.4	-0.5	2	8
Cc1ccc(C(O)(C(=O)NNC(=O)CN2CCN(C)CC2)c2ccc(C)cc2)cc1	-3	-1	7	-4	0	1.7	0.5	15	2
CCOC(=O)C(O)(c1ccc(N=Cc2ccccc2O)c(C)c1)C(F)(F)F (configuration not stated)	4	11	-2	-6	-6	0.0	-0.8	3	8
CC(C)(C)NC(=O)NC(=O)CN1CC=C(c2ccccc2)CC1	1	-10	31	-2	45	-0.1	-1.7	4	11
CCC(=NCCCN1CCOCC1)c1c(O)n(-c2ccccc2C)c(=O)[nH]c1=O	nt	5	12	-5	9	0.7	1.4	16	5
Oc1ccc(CC2CC3CCN2CC3)cc1O (configuration not stated)	-2	17	-2	-11	-3	0.9	0.8	17	8
COc1ccc(/C=N\N=C(N)N)cc1	2	-17	-27	12	1	-0.2	-0.4	10	1
COc1ccc(CCn2c(O)c(C=NCCCn3ccnc3)c(=O)[nH]c2=O)cc1OC	6	7	-6	31	5	0.8	0.1	-8	8
Cc1ccc2nc(N3CCN(C)CC3)[nH]c2c1	-1	20[fluorescence artefact?]	-9	6[5 µM]	35	0.3	0.8	-17	8
CCCNC(=O)N1CCC2(CC1)OCCO2	-1	-6	19	7	9	0.6	1.2	1	9
